XIAP antagonists = XIAP antagonists, biochemical, IAP family, fluorescence polarization (AID 1018); XIAP BIR domain, fluorescence polarization peptide displacement; higher % means a stronger effect; one-dose displacement, % at 20 µM; IC50 in µM for titrated hits; 200,000 compounds, 0.007% hits; in the data active = displacement above about 50%; also: a part of the inactive calls stands beside numbers as strong as those of hits
Siah-1 displacement = Siah-1 peptide-binding antagonists, primary screen, biochemical, fluorescence polarization, rhodamine-plectin, uHTS (AID 1817). Siah-1 / rhodamine-plectin peptide fluorescence polarization; higher % means a stronger effect. 290,000 compounds, 0.02% hits. one-dose displacement, % at 20 µM; IC50 in µM for titrated hits;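 active = displacement of at least 50% at 20 µM, with a fluorescence ratio check between 0.3 and a set limit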;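 also: plate controls were Siah plus tracer with DMSO for no effect and tracer alone without Siah for full effect; strong numbers were not always called active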
PhoP inhibition = PhoP-dependent GFP reporter repression – Salmonella Typhimurium, primary screen (AID 1863); S. Typhimurium PhoP-regulated promoter GFP reporter, 4 h; higher % means a stronger effect; one-dose inhibition, % at 50 µM; IC50 in µM for titrated hits; 300,000 compounds, 0.16% hits;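 active = inhibition over 29.93%, a cutoff 3 SD above the screen mean, later confirmed by dose response; inconclusive = inhibition over 29.93% but no dose response follow-up; inactive = inhibition at most 29.93% or unconfirmed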;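 also: 0% = low Mg2+ inducing control and 100% = high Mg2+ repressing control; strong numbers were not always called active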
RSV antiviral HEp-2 = inhibition of RSV-induced cytopathic effect – HEp-2 cells, primary 10 µM value included (AID 2391). HEp-2 cells, RSV-induced CPE inhibition; higher % means a stronger effect. CPE inhibition, % at 10 µM; hits with a dose series show IC50 in µM. 310,000 compounds, 0.13% hits; in the data active = a potency from the dose series; inconclusive = CPE inhibition mostly from about 23% at the one dose, without a potency; inactive = the rest, 99 in 100 with CPE inhibition below about 21%; also: strong numbers were not always called active
WT yeast gro inh = growth inhibition of WT yeast, mitochondrial fusion screen. mitochondrial fusion phenotypic screen, WT strain. inhibition, % at 10 µM. 190,000 compounds, 2.1% hits; in the data active = inhibition above about 58%; tested in S. cerevisiae
human PMI inhibition = inhibitors of human PMI, primary screen, biochemical, fluorescence intensity, coupled assay (AID 1209). purified PMI enzyme, coupled fluorescence intensity; higher % means a stronger effect. one-dose inhibition, % at 20 µM; IC50 in µM for titrated hits. 190,000 compounds, 0.42% hits;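 also: plate controls were DMSO vehicle for no effect and wells lacking substrate for full effect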
PMI inhibition = MPI inhibition at elevated mannose 6-phosphate – biochemical, fluorescence intensity, high mannose 6-phosphate, primary screen (AID 1220) | recombinant PMI enzyme, coupled fluorescence intensity; higher % means a stronger effect | one-dose inhibition, % at 20 µM; IC50 in µM for titrated hits | 190,000 compounds, 0.66% hits
Myeloid diff 2 = compounds promoting myeloid differentiation; ER-HoxA9 myeloid progenitors, lysozyme-GFP differentiation, flow cytometry; 360,000 compounds, 1% hits; calls only at 10 µM;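 active = normalized GFP-positive differentiation at or above the plate's own cutoff, the solvent-only control mean plus 3 SD; inconclusive = no clear call, values can overlap the other calls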;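 also: cells exposed to compound for four days before flow analysis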
TNAP activation fold = human TNAP enzyme activators, primary screen, biochemical, luminescent, no phosphate acceptor, uHTS (AID 1001); 200,000 compounds, 0.03% hits; purified TNAP, luminescent activation assay, no phosphate acceptor; higher activation fold means a stronger effect; activation fold at 20 µM, or EC50 in µM where a hit was titrated; in the data active = activation fold from about 3, or a potency from the dose series; inactive = the rest, 99 in 100 with activation fold below about 1.6; also: many of its hits are not listed in these tables
WT yeast gro inh mutant strain = second read-out of WT yeast gro inh, no call of its own (marks repeat the call); inhibition, %; mitochondrial fusion phenotypic screen, mutant strain inhibition
Myeloid diff 2 GFP+ MAC1+ % = further read-out of Myeloid diff 2, marked with its call; GFP+ MAC1+ double positive, %; measured here: differentiation confirmed by MAC1 staining
* hit, by the source's call; i = inactive; u = inconclusive; x = not tested or not shown. Rule as the data show it, unless noted: active = inhibition above about 50%; inactive = the rest.

SMILES	XIAP antagonists	Siah-1 displacement	PhoP inhibition	RSV antiviral HEp-2	WT yeast gro inh	WT yeast gro inh mutant strain	human PMI inhibition	PMI inhibition	Myeloid diff 2	Myeloid diff 2 GFP+ MAC1+ %	TNAP activation fold
CCc1cc(=O)oc2c3c(cc(OCC(=O)NCCCn4ccnc4)c12)OC(C)(C)CC3	x	1.6%	-4.0%	-0.4%	x	x	x	x	i	3.0	x
CC(=O)NCc1ccc(-c2csc(N)n2)s1	-7.1%	-0.6%	8.5%	0.4%	-5.8	11.1	-17.3%	4.8%	i	0.2	1.2
COc1cccc(C2CC(c3ccccc3)n3ncnc3N2)c1 (stereo not given)	-3.6%	1.3%	-1.0%	-0.1%	-5.8	-3.5	-0.7%	-3.5%	i	1.1	1.2
CN1CCN(C(=O)c2ccccc2NC(=O)c2ccc(C(C)(C)C)cc2)CC1	x	-0.7%	-6.5%	2.6%	x	x	x	x	i	0.7	x
O=C(NN=C1CCCC1)c1ccc(Br)cc1	x	6.9%	-4.6%	1.7%	x	x	x	x	i	0.5	x
CCOc1ccc(CCNC(=O)COC(=O)COc2ccc(Br)cc2)cc1OCC	x	-1.9%	-3.0%	2.0%	x	x	x	x	i	0.5	x
CC(C)OC(=O)CN1C(=O)C(C)(C)Oc2ccc(C(=O)NC(C)(C)C)cc21	-4.1%	2.9%	2.1%	-1.0%	78.2	97.2	15.2%	8.0%	i	0.5	1.1
CSc1nsc(NC(=O)OCc2ccc(Cl)cc2)n1	x	-5.0%	-4.3%	-0.2%	x	x	x	x	i	0.5	x
CN(C)c1cc[n+](CC(=O)Nc2ccc(Oc3ccccc3)cc2)cc1	-7.6%	0.1%	5.0%	1.0%	76.0*	74.4*	-1.4%	-4.2%	i	0.3	1.1
Cc1ccc(Nc2c(-c3ccccn3)nc3ccc(C)cn23)cc1	-3.4%	-9.7%	6.4%	1.1%	70.5	75.7	-3.8%	-11.2%	i	0.6	1.1
Brc1ccc2oc(-c3ccn[nH]3)cc2c1	x	1.8%	17.9%	14.6%	x	x	x	x	i	0.7	x
O=C(Nc1ccc(OC(F)(F)F)cc1)c1ccc2nccnc2c1	-3.2%	-2.3%	-2.4%	2.0%	14.8	-6.9	-7.6%	8.2%	i	0.2	1

Not a retest: three of the compounds above.
SMILES	XIAP antagonists	Siah-1 displacement	PhoP inhibition	RSV antiviral HEp-2	WT yeast gro inh	WT yeast gro inh mutant strain	human PMI inhibition	PMI inhibition	Myeloid diff 2	Myeloid diff 2 GFP+ MAC1+ %	TNAP activation fold
Cc1ccc(Nc2c(-c3ccccn3)nc3ccc(C)cn23)cc1	-3.4%	-9.7%	6.4%	1.1%	70.5	75.7	-3.8%	-11.2%	i	0.6	1.1
Brc1ccc2oc(-c3ccn[nH]3)cc2c1	x	1.8%	17.9%	14.6%	x	x	x	x	i	0.7	x
O=C(Nc1ccc(OC(F)(F)F)cc1)c1ccc2nccnc2c1	-3.2%	-2.3%	-2.4%	2.0%	14.8	-6.9	-7.6%	8.2%	i	0.2	1

New compounds follow
SMILES	XIAP antagonists	Siah-1 displacement	PhoP inhibition	RSV antiviral HEp-2	WT yeast gro inh	WT yeast gro inh mutant strain	human PMI inhibition	PMI inhibition	Myeloid diff 2	Myeloid diff 2 GFP+ MAC1+ %	TNAP activation fold
C=CCNC(=S)/C(=C(/[O-])c1ccccc1Br)[n+]1ccccc1	-3.7%	3.8%	-8.1%	1.3%	3.2	-15.0	2.2%	8.8%	i	0.3	1.1
O=C(NCCCO)/C(=C\C=C\c1ccccc1)NC(=O)c1ccccc1Cl	0.3%	-0.3%	2.8%	0.8%	-9.8	16.1	13.9%	7.9%	i	0.3	1.1
COc1ccc(CNC(=O)c2ccc3c(c2)N(C)C(=O)CS3=O)cc1 (stereo not given)	1.0%	1.6%	-7.5%	-0.5%	6.0	3.4	1.9%	-6.0%	i	1.5	1.1
O=C1C2CCCCC2C(=O)N1Cc1ccccc1 (stereo not given)	-6.6%	6.4%	6.0%	-1.1%	-4.9	-5.6	12.5%	13.9%	i	0.7	1.1
CC(C)CNC(=S)N1CCC(NC(=O)c2ccco2)CC1	-10.5%	3.2%	-1.5%	2.6%	2.0	-10.1	4.8%	11.5%	i	0.6	1.1
COc1ccc(OC(=O)COc2ccc(C)cc2)cc1	-3.4%	1.9%	-7.1%	-0.4%	-1.8	5.3	-2.5%	-2.9%	i	0.4	1.1
Cc1ccc(Nc2nc(N/N=C\c3ccc4c(c3)OCO4)nc(N3CCOCC3)n2)cc1	-2.6%	0.5%	-13.0%	5.9%	36.2	24.4	-10.6%	6.5%	i	0.4	1.2
O=C(c1ccc(OC2CCN(Cc3ccccn3)CC2)cc1)N1CCC[C@H]1CO	x	3.9%	14.3%	-0.7%	x	x	x	x	i	0.0	x
O=C(NC1CC1)c1ccc(CN(c2ccccc2)S(=O)(=O)c2ccccc2)cc1	-1.2%	1.8%	-4.4%	4.6%	1.2	-1.1	1.9%	3.9%	i	0.2	1.2
COc1ccc(CN2c3cc(S(=O)(=O)N4CCOCC4)ccc3N3CCCC32)cc1 (stereo not given)	-18.1%	-4.0%	8.2%	2.7%	6.1	14.4	0.0%	-4.8%	i	0.4	1
O=C(NCc1ccccc1)c1ccc(S(=O)(=O)NCc2ccco2)cc1	x	2.1%	1.3%	4.3%	x	x	x	x	i	0.5	x
CC(=O)c1ccc(-c2nc3c4ccccc4ccn3c2C(C)=O)o1	-1.2%	17.0%	8.5%	8.3%	6.1	4.2	-2.3%	-0.4%	i	0.7	1.2

Part of the list above, set out differently:
SMILES | XIAP antagonists | Siah-1 displacement | PhoP inhibition | RSV antiviral HEp-2 | WT yeast gro inh | WT yeast gro inh mutant strain | human PMI inhibition | PMI inhibition | Myeloid diff 2 | Myeloid diff 2 GFP+ MAC1+ % | TNAP activation fold
O=C(c1ccc(OC2CCN(Cc3ccccn3)CC2)cc1)N1CCC[C@H]1CO | x | 3.9% | 14.3% | -0.7% | x | x | x | x | i | 0.0 | x
CN(C)c1cc[n+](CC(=O)Nc2ccc(Oc3ccccc3)cc2)cc1 | -7.6% | 0.1% | 5.0% | 1.0% | 76.0* | 74.4* | -1.4% | -4.2% | i | 0.3 | 1.1
COc1cccc(C2CC(c3ccccc3)n3ncnc3N2)c1 (stereo not given) | -3.6% | 1.3% | -1.0% | -0.1% | -5.8 | -3.5 | -0.7% | -3.5% | i | 1.1 | 1.2
CSc1nsc(NC(=O)OCc2ccc(Cl)cc2)n1 | x | -5.0% | -4.3% | -0.2% | x | x | x | x | i | 0.5 | x
O=C(NC1CC1)c1ccc(CN(c2ccccc2)S(=O)(=O)c2ccccc2)cc1 | -1.2% | 1.8% | -4.4% | 4.6% | 1.2 | -1.1 | 1.9% | 3.9% | i | 0.2 | 1.2
Brc1ccc2oc(-c3ccn[nH]3)cc2c1 | x | 1.8% | 17.9% | 14.6% | x | x | x | x | i | 0.7 | x

(listing goes on)
SMILES	XIAP antagonists	Siah-1 displacement	PhoP inhibition	RSV antiviral HEp-2	WT yeast gro inh	WT yeast gro inh mutant strain	human PMI inhibition	PMI inhibition	Myeloid diff 2	Myeloid diff 2 GFP+ MAC1+ %	TNAP activation fold
COc1cccc(C(=O)Nc2nc(-c3ccncc3)cs2)c1	-7.1%	2.2%	1.2%	1.9%	-0.1	-1.3	1.3%	5.7%	i	0.2	0.9
Cc1nc(CC(=O)N2CCN(c3cccc(C)c3C)CC2)cs1	-6.4%	0.8%	-27.6%	6.0%	-6.7	-12.4	-7.5%	4.5%	i	0.4	1.1
CCSc1nc2ccccc2c(=O)n1C1CCOC(C)(C)C1 (stereo not given)	-8.1%	8.2%	-6.0%	-0.2%	-1.7	1.7	6.1%	4.4%	i	0.3	1
CCCOc1ccccc1C1CC(=O)NC2=C1C(=O)CCC2 (stereo not given)	-5.3%	-3.5%	17.8%	-0.5%	3.9	-30.3	-3.4%	7.4%	u	x	1.1
COc1ccc(CNC(=O)c2cnn3c(C(F)F)cc(C)nc23)cc1	-1.1%	21.9%	4.2%	0.9%	-16.6	-6.6	-1.5%	0.9%	i	1.0	1.1
O=C1C(Nc2ccc(O)cc2)=C/C(=N/S(=O)(=O)c2cccs2)c2ccccc21	-3.3%	12.8%	22.8%	x	40.6	17.4	5.8%	47.6%	u	x	0.9
Cc1cccc(N2CCN(c3nc4nonc4nc3N3CCSCC3)CC2)n1	-9.6%	-1.3%	4.3%	1.2%	-4.7	-12.2	11.7%	9.3%	i	0.6	1
CCOc1ccc(Nc2nc3ccccc3n3cnnc23)cc1	x	16.7%	-10.6%	0.0%	x	x	x	x	i	0.2	x
CC(C)Cc1cc(C(=O)N2CCCC(CCC(=O)N(C)CCc3ccccn3)C2)no1 (stereo not given)	-9.1%	-2.2%	-8.9%	-1.0%	-10.3	0.0	-4.9%	-1.1%	i	0.3	1.1
CCCCC(NS(=O)(=O)c1ccc(OC)cc1)C(=O)O (stereo not given)	-0.3%	-3.5%	12.0%	1.7%	7.3	-2.5	-4.2%	-6.2%	i	0.4	1.1
COc1ccc(NC(=O)C2=Cc3ccccc3OC2)cc1	-12.4%	23.0%	7.7%	9.0%	-4.9	9.7	6.5%	-3.1%	i	0.2	1.1
CCOC(=O)CN(C)C(=O)CCc1nnc(-c2ccc(-c3ccccc3)cc2)o1	x	2.7%	-4.4%	7.8%	x	x	x	x	i	0.1	x
N#Cc1cnn2c(-c3ccccc3)ccnc12	-4.3%	3.1%	2.9%	x	-4.6	11.6	-0.9%	-6.5%	i	0.6	1.1
Cc1cc(NC(=O)C2CCCN(S(=O)(=O)c3c(C)noc3C)C2)no1 (stereo not given)	-4.9%	3.9%	-2.9%	0.8%	-5.2	-1.4	5.2%	6.0%	i	1.6	1.2
Cc1ccc(NC(=O)CSC2=C(C#N)C(c3ccco3)C3=C(CC(C)(C)CC3=O)N2)cc1 (stereo not given)	3.0%	5.1%	25.5%	17.8%	0.9	-31.6	12.0%	-2.4%	i	1.0	1.1
COc1ccccc1NC(=O)NNC(=O)c1ccc2ccccc2c1O	x	-2.8%	6.2%	1.8%	x	x	x	x	i	0.9	x
Cc1ccc(OCC(=O)c2cc(C)n(C)c2C)c([N+](=O)[O-])n1	-9.2%	2.5%	4.4%	1.9%	5.5	1.5	15.9%	42.3%	i	2.0	1
Cc1ccccc1C(=O)N1N=C(c2cccc(NS(C)(=O)=O)c2)CC1c1cccs1 (stereo not given)	x	1.2%	8.4%	2.7%	x	x	x	x	i	0.2	x
CC1=C(C(=O)N2CCOCC2)C(c2ccccc2F)C2=C(CCCC2=O)N1 (stereo not given)	-5.9%	-1.1%	-3.8%	-1.0%	-7.7	-8.6	12.8%	12.8%	i	0.7	1.1
COCCNC(=O)C1CC(=O)N(C2CCCC2)C1 (stereo not given)	-2.1%	2.0%	2.6%	1.2%	-10.9	-9.6	2.7%	3.6%	i	0.2	1.1

From PubChem BioAssay
